Hck-Nef inh: inhibitors of Nef-activated human Hck kinase, primary screen, biochemical, Z-Lyte FRET, 384-well, Hck-YEEI | Tyrosine-protein kinase HCK (Homo sapiens), P08631 | Recombinant Hck-YEEI plus Nef, Z-Lyte FRET kinase assay | inhibition, % at 20 µM | 220,000 tested, 0.68% active;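 active = Hck-Nef kinase inhibition above about 50%, limit read from the data; inactive = inhibition below that limit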;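 note: 0% = DMSO with Hck plus Nef and 100% = Hck alone without Nef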
Wee1 degr inh: Wee1 degradation inhibitors, primary screen, cell-based, HeLa, Wee1K328M-luciferase, luminescence. AID 1321, 2008. HeLa Luc-Wee1K328M stability; 100% = proteasome inhibitor MG132 effect. 220,000 tested, 1.2% active. reporter increase, % at 5 µM. Wee1-like protein kinase (Homo sapiens), P30291;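 active = activation above the mean of all tested compounds plus 3 SD, set per screening run, cut at about 8.8% in these data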;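 note: cells exposed to compound for 20 h before luminescence read; 0% = DMSO alone and 100% = MG132 at 30 µM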
Runt-CBFb FRET: inhibitors of RUNX1 Runt–CBFb binding, primary screen, biochemical, FRET, Cerulean-Runt, Venus-CBFb, uHTS; AID 1496, 2009; Runt-related transcription factor 1 (Homo sapiens) + Core-binding factor subunit beta …; Cerulean-Runt/Venus-CBFb FRET ratio 530/480, 1 h; inhibition, % at 20 µM; 220,000 tested, 0.46% active;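 active = inhibition over about 50% at 20 µM in the single-dose screen, limit read from the data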;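 note: 0% = DMSO wells and 100% = excess unlabeled CBFb competitor control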
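Measured by: fluorescence energy transfer, 422 nm excitation, 530/480 nm emission; Assay system: Cerulean-Runt domain; Medium: Tris pH 7.5 buffer with BSA; Measure: loss of energy transfer signal; Controls: 5 µM unlabeled CBFb as full-inhibition high control; Incubation: protein complex preformed 1 h, compound exposure 1 h, room temperature, dark.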
hK5 inh: human KLK5 protease inhibitors, primary screen, biochemical, 1536-well; Kallikrein-5 (Homo sapiens), Q9Y337; inhibition, % at 5 µM; 210,000 tested, 0.59% active; AID 873, 2007; recombinant hK5, fluorogenic AMC substrate cleavage;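 active = inhibition of 40% or more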;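 note: 0% = enzyme controls without compound and 100% = no-enzyme blanks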
Target sequence (Q9Y337 67-293 limits assumed): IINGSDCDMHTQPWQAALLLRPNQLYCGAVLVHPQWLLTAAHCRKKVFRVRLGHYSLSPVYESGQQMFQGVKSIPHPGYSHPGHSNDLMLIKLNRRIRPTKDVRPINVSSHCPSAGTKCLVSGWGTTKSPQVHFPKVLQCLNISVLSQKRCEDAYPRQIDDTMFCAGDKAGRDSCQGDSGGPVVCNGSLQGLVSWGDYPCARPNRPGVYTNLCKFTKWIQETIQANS
Thrombin inh: human alpha-thrombin inhibitors, primary screen, counter-screen for coagulation protease inhibitor project, biochemical, 1536-well, fluorogenic AMC substrate; Boc-VPR-AMC fluorogenic substrate cleavage; inhibition, % at 5 µM; 220,000 tested, 0.26% active;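 active = inhibition at or above 40%; inactive = inhibition below 40%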;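 note: 0% = enzyme with no compound and 100% = wells without enzyme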
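Material: human alpha-thrombin enzyme / Medium: pH 7.5 Tris (50 mM) with NaCl 150 mM, Tween 20 0.05% / Compound: single-point dosing at 5 µM, 0.2% DMSO / Incubation: enzyme reaction carried out at room temperature / Detection: AMC fluorescence, 355/460 nm / Read-out basis: percent inhibition scaled between no-compound controls and no-enzyme blanks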
14-3-3 Bad inh: inhibitors of 14-3-3 zeta/Bad binding, primary screen, biochemical, TR-FRET, bovine 14-3-3 zeta. 14-3-3 protein zeta/delta (Bos taurus), P63103. TR-FRET 14-3-3zeta/Dy647-pBad peptide displacement, 1 h. inhibition, % at 21.7 µM. 220,000 tested, 0.71% active;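 active = inhibition above about 70%, limit read from the data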;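 note: 0% = full 14-3-3 plus peptide FRET controls and 100% = background without 14-3-3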
FXIa inh: human FXIa protease inhibitors, primary screen, biochemical, 1536-well; purified FXIa, Boc-Glu-Ala-Arg-AMC fluorogenic substrate; inhibition, % at 5 µM; 220,000 tested, 0.14% active; AID 798, 2007;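 active = inhibition of at least 40%; inactive = inhibition below 40%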;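 note: fluorescence of freed AMC excited at 355 nm; 0% = enzyme without compound and 100% = no enzyme blank; many of its hits are not listed in these tables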
Target sequence (P03951 19-387 limits assumed): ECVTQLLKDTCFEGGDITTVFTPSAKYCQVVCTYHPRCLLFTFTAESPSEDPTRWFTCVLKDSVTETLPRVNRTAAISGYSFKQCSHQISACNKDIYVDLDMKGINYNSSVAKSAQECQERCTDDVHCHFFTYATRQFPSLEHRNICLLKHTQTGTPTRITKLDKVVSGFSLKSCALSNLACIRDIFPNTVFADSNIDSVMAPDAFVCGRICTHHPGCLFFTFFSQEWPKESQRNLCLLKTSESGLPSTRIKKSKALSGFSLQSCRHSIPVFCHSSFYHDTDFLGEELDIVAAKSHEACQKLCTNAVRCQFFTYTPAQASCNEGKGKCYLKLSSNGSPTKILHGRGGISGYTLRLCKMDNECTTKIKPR
Target sequence (P03951 388-625 limits assumed): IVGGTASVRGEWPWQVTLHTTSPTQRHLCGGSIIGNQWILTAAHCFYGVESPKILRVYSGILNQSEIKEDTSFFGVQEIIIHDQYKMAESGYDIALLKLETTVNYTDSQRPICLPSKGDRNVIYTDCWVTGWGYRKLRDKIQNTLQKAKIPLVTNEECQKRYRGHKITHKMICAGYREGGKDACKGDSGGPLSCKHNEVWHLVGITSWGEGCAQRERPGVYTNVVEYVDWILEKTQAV
Runt-SMMHC FRET: inhibitors of RUNX1 Runt–CBFb-SMMHC binding, primary screen, biochemical, FRET, Cerulean-Runt, Venus-CBFb-SMMHC, uHTS; AID 1434, 2008; 220,000 tested, 0.74% active; Cerulean-Runt/Venus-CBFb-SMMHC FRET ratio 530/480, 1 h; inhibition, % at 20 µM;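 active = mean inhibition across duplicate retests at 20 µM reaching about 50%, limit read from the data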;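 note: 0% = DMSO wells and 100% = wells with excess untagged CBFb-SMMHC; inhibitors lower the FRET ratio by blocking Runt binding to CBFb-SMMHC; some results filed as inactive read as strong as hits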
FXIIa inh 1536: human FXIIa protease inhibitors, primary screen, biochemical, 1536-well. inhibition, % at 5 µM. 220,000 tested, 0.3% active. purified FXIIa, Boc-QGR-AMC fluorogenic substrate, 2 h. Coagulation factor XII (Homo sapiens), P00748; in the data active = inhibition above about 40%;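 note: 0% = enzyme with no compound and 100% = blank without enzyme; many of its hits are not listed in these tables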
The depositor's hits bear a star; nt = no result given; [ ] = dose if it differs, or a comment. Not a hit list; about 4.2% have a hit in one of these screens.

SMILES	Hck-Nef inh	Wee1 degr inh	Runt-CBFb FRET	hK5 inh	Thrombin inh	14-3-3 Bad inh	FXIa inh	Runt-SMMHC FRET	FXIIa inh 1536
CC(C)(C)c1csc(NC(=O)Cc2cccs2)n1	12	-3	-2	-6	-9	-4	-5	-4	8
Cc1cccc(C)c1NC(=O)CS(=O)CC(=O)NC1CCCc2ccccc21 (stereo not drawn)	-4	0	0	-25	0	-1	4	0	12
C(=N\n1cnnc1)/c1ccc2ncccc2c1	2	2	3	-3	-3	40	-9	2	-6
O=C(Nc1ccccc1)c1ccc2snnc2c1	28	3	0	0	nt	-6	2	3	5
C=CCNC(=O)CN1C(=O)C2C3c4ccccc4C(c4ccccc43)C2C1=O (stereo not drawn)	20	-2	1	-1	-4	-2	-3	-4	1
O=C(Nc1ccc2c(c1)OCO2)c1c(Cl)nc2sccn12	-1	2	0	-8	3	-2	9	-4	8
CCCCNC(=O)c1onc(CSc2cccc(Cl)c2)c1C(=O)O	1	2	2	-25	-8	23	-4	-2	2
O=C(COc1ccc(Br)cc1)NCc1cn2ccccc2n1	24	-2	1	-3	1	-1	0	0	10
O=C(CO/N=C/c1ccc2c(c1)OCO2)Nc1cccc(Br)c1	0	0	1	-5	-10	-3	-4	3	5
CC(C)(Oc1ccc(Cl)cc1)C(=O)Nc1ncccn1	-1	0	-3	11	-4	2[fluorescence artefact?]	-5	-4	-1
O=C(Nc1ccc(N2CCOCC2)nc1)c1ccc(F)cc1	0	-2	0	-18	-2	11	5	-9	16
CC(C)C(c1nnnn1CCc1ccccc1)N1CCC(C(N)=O)CC1 (stereo not drawn)	16	1	-1	1	-14	-9	0	3	10
CN1C2=NCCN2C(=O)c2cc(Cl)ccc21	0	-1	2	-6	-8	-9	-3	-5	2
CCC(=O)Nc1nc2cc(OC)ccc2s1	2	2	-1	1	-3	-5	-3	4	9
O=[N+]([O-])c1ccc(COc2ccc(Br)cc2CN2CCOCC2)cc1	12	-2	3	22	3	-6	-3	3	10
O=C(Cn1cnc2cc([N+](=O)[O-])ccc2c1=O)NC1CCS(=O)(=O)C1 (stereo not drawn)	-9	4	0	-5	-5	6	-3	-1	3
CC(=O)NC(CCS(C)(=O)=O)C(=O)Nc1cccc(C)c1C (stereo not drawn)	18	6	-1	-7	0	6	4	1	9
Cc1c(CN2CCCCC2)c(O)n(CCO)c(=O)c1C#N	18	1	-3	-2	-1	-9	1	-5	5
N#C/C(=C\C1=C(N2CCOCC2)C(=C\c2ccccc2)/CC1)C(=O)Nc1ccccc1F	-7	-3	8	16	11	0	20	-14	18
O=C(Nc1ccc2c(c1)OCO2)c1ccc(N2CCCC2)c([N+](=O)[O-])c1	4	-2	1	-7	-12	5	3	0	8
COC(=O)c1ccccc1NC(=O)N1CCN(c2ccccc2)CC1	6	1	-2	-4	4	-12	0	2	8
CC(=O)c1cccc(N=C2C(=O)Nc3ccccc32)c1	1	1	-3	6	0	3	0	0	13
O=C(Nc1nc2cc3c(cc2s1)OCO3)C1=COCCO1	-8	-3	-2	5	0	-9	32	-1	24
Cn1c(C(=O)N2CCCC(C(=O)NCCCc3ccccc3)C2)cc2sccc21 (stereo not drawn)	7	0	0	2	-8	5	-2	-1	-1
CCOc1cccc(C2C(C#N)=C(N)Oc3cc(C)[nH]c(=O)c32)c1OCC (stereo not drawn)	-5	-3	0	-3	-7	4	-3	3	1
COc1cccc(NC(=O)Nc2ccc3c(c2)nc(C)n3C)c1	21	8	4	-1	-8	-6	-5	-1	5
COc1ccc(C)cc1S(=O)(=O)N(C)CC(=O)N1CCC(C)CC1	-9	-1	2	-11	-1	-4	4	-4	11
COCCOCC(O)CN1CCN(c2ccc(C)cc2)CC1 (stereo not drawn)	1	-1	1	3	-3	46	1	-10	9
COc1ccc(S(=O)(=O)N(C)CC(=O)N2CCCC2)cc1Cl	-24	0	1	-9	0	4	-3	0	-4
COC(=O)c1ccc(NS(=O)(=O)c2ccc(SC)cc2)cc1	0	-2	-2	-11	-6	-6	0	2	7
CNC(=O)COc1ccc(-c2nn(C)c(=O)c3ccccc23)cc1	2	0	2	-21	-12	-18[fluorescence artefact?]	-6	2	-8
O=C(Cc1cccs1)N1CCCC(c2nc3c(nnn3Cc3ccccc3Cl)c(=O)[nH]2)C1 (stereo not drawn)	3	-1	-3	10	5	-1	-7	-2	21
COc1cc([N+](=O)[O-])ccc1NC(=O)CCCOc1cc(C)ccc1C	1	13*	1	-7	-7	1	1	-2	2
CCCCCn1c(CN2CCN(C)CC2)nc2c1c(=O)n(C)c(=O)n2C	7	1	1	-6	-8	3[fluorescence artefact?]	-2	2	7
Cc1ccc2sc(-c3ccc(NC(=O)c4cc(-n5cnnc5)ccc4Cl)cc3)nc2c1	5	4	0	-24	-6	46	5	-1	9
C=CCn1c(CSCc2ccc(Cl)cc2)nnc1SCC(=O)NCc1ccccc1	0	0	-5	-14	-5	-12	-4	0	-17
Cc1cc(Nc2cccc(F)c2)n2ncnc2n1	-2	-2	-1	-15	-4	10	-4	2	2
Cc1ccc([N+](=O)[O-])cc1N=Cc1ccc(Br)s1	-1	-3	nt	6	0	74*	3	1	13
CC1CCN(CCCNC(=O)c2ccc(CS(=O)(=O)Cc3ccccc3F)o2)CC1	-2	2	-3	-2	4	-6[fluorescence artefact?]	10	-2	16
COc1ccccc1C1(CC(=O)O)CCOC(C(C)C)C1 (stereo not drawn)	7	-2	1	-8	-1	19	5	-3	18
COc1ccccc1NC(=O)Nc1sccc1-c1nc2ccccc2s1	16	1	27	-10	-11	-5	1	-2	2
Cc1cc(C(F)(F)F)nn1Cc1ccc(C(=O)NCc2ccco2)o1	-11	1	5	-13	-3	9	4	-4	-1
COc1ccc(/C=C2\CCCC3C2=NN(C(=O)c2scnc2C)C3c2ccc(OC)c(OC)c2)cc1OC (stereo not drawn)	6	3	2	-1	14	-16[fluorescence artefact?]	8	-3	18
O=[N+]([O-])c1cccc(/C=N/NC2=NCCCCC2)c1	-3	-1	0	-11	-3	2[fluorescence artefact?]	-9	-2	-3
COc1cccc(C(=O)NCC(=O)N/N=C/c2cccs2)c1	3	-1	2	2	-12	8	11	-2	12
CCn1c2ccccc2c2cc(NC(=O)c3coc(=O)c(Br)c3)ccc21	6	1	-41	-7	0	50	-7	-104	5
C/C(=C/C(=O)NCc1ccccc1)C(=O)O	1	0	nt	-4	-1	-4	2	0	11
Cc1cc(=O)oc2cc(OCC(=O)NCc3cccnc3)ccc12	-1	1	-2	-13	-1	15	3	0	3
CCOc1cc(/C=C\c2[nH]c(=O)[nH]c(=O)c2[N+](=O)[O-])ccc1OC(C)CC (stereo not drawn)	0	-1	-1	-5	1	1	8	-1	14
Cc1cc(N=CC2=C(O)CC(C)(C)CC2=O)no1	3	0	0	3	0	6[fluorescence artefact?]	-2	3	-1
C[n+]1ccc(/C=N/Nc2nc(Cl)c(C#N)c(Cl)c2Cl)cc1	30	0	nt	21	-1	2	4	nt	10
CN(C(=O)COC(=O)CCc1c[nH]c2ccccc12)C(c1ccccc1)c1ccccc1	5	1	3	-5	-5	-5[fluorescence artefact?]	4	5	10
CCOC(=O)/C(=N\Nc1cc(Cl)ccc1Cl)N1CCN(CC)CC1	-1	-1	-4	-5	-15	-7	2	-1	12
Cc1cc(C)nc(SC(C)C(=O)Nc2ccc(S(N)(=O)=O)cc2)n1 (stereo not drawn)	11	1	-1	2	-7	6	-4	-2	-2
Cc1cc(NC(=O)c2cc(-c3ccccc3C)nc3ccccc23)no1	6	0	-2	-14	-4	0	2	1	3
O=C1OC(c2ccccc2)=C/C1=C/N1CCCCC1	3	3	-1	-5	-11	-11[fluorescence artefact?]	-7	-4	4
CSc1ccc(/C=C(/Sc2nnc(-c3ccccc3)o2)C(=O)O)cc1	23	0	-1	-4	nt	-1	3	-6	4
COc1ccccc1CNC(=O)C(C)Sc1ccc(C)cc1 (stereo not drawn)	12	1	-2	1	2	-3	1	1	9
Cc1nn(C)c(C(=O)NNC(=S)NCC(C)C)c1Cl	5	3	-1	-35	-14	-12	-9	0	-1
COc1ccc(Cl)cc1NC(=S)Nc1cccnc1	4	-1	4	1	-5	0	0	0	9

3 records drawn at random from those above:
SMILES	Hck-Nef inh	Wee1 degr inh	Runt-CBFb FRET	hK5 inh	Thrombin inh	14-3-3 Bad inh	FXIa inh	Runt-SMMHC FRET	FXIIa inh 1536
CSc1ccc(/C=C(/Sc2nnc(-c3ccccc3)o2)C(=O)O)cc1	23	0	-1	-4	nt	-1	3	-6	4
Cc1cc(C)nc(SC(C)C(=O)Nc2ccc(S(N)(=O)=O)cc2)n1 (stereo not drawn)	11	1	-1	2	-7	6	-4	-2	-2
C[n+]1ccc(/C=N/Nc2nc(Cl)c(C#N)c(Cl)c2Cl)cc1	30	0	nt	21	-1	2	4	nt	10

Other results follow.
SMILES	Hck-Nef inh	Wee1 degr inh	Runt-CBFb FRET	hK5 inh	Thrombin inh	14-3-3 Bad inh	FXIa inh	Runt-SMMHC FRET	FXIIa inh 1536
Cc1cc(C(=O)O)ccc1-c1ccc(/C=C2\NC(=O)N(Cc3ccccc3Cl)C2=O)o1	37	-1	24	-9	nt	20	1	68*	4
COc1cccc(OC)c1Oc1ccc(C(F)(F)F)cn1	0	-2	-2	-8	2	-8[fluorescence artefact?]	7	-1	11
CCn1ncc([N+](=O)[O-])c1C(=O)N1CCCC1	-20	-1	0	-16	2	15	2	1	13
O=c1c(-c2ccc(F)cc2)[n+]([O-])c2ccccc2n1OCc1ccccn1	14	-1	-2	6	nt	11	5	2	11
COC(=O)c1scc(C)c1NC(=O)C1CCCCC1	-4	-3	0	-2	-7	-9	-4	-166	3
Cc1ccc(S(=O)(=O)N2CCN(C(=O)CSc3nc4ccccc4o3)C2)cc1	2	4	-2	-14	2	5	7	-2	14
CCOCCOC(=O)C1=C(C)N(C)C(=O)NC1c1ccccc1F (stereo not drawn)	14	0	0	5	-1	35[fluorescence artefact?]	0	0	4
O=C(CC1c2ccccc2Oc2ccccc21)Nc1ccccc1C(F)(F)F	0	-3	-1	9	19	14	5	6	10
C=CCn1c(COc2ccc(CC)cc2)nnc1SC/C(O)=C(\C#N)c1nc2ccccc2[nH]1	13	-1	12	-8	-1	-9	3	26	4

From PubChem BioAssay
